# Compound activity deposited in PubChem BioAssay by National Center for Advancing Translational Sciences (NCATS).
# Luc counter: Kinase-Glo luciferase inhibition (counter-screen); Kinase-Glo luciferase, ATP luminescence, 8 min; actives 0.28% (n = 200,000); Q27757; Potency, µM (titrated, usually from 38.3 µM), for inactives: at the highest dose activity change, negative = inhibition, hits mostly inhibitors; further: potency means the concentration at half of the fitted maximal effect; on the % scale 0 is the no-effect control and ±100 the full control effect; nearly all actives have a fitted effect of over 60% in size
#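 Recombinant Kinase-Glo luciferase, 10 uM ATP (linear range), luciferin; imidazole pH 7.2 / KCl / MgCl2 / Tween / BSA buffer; 8 min RT; luminescence.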
# HTT ATP protect: cytoprotection in Huntington HTT-Q103 PC12 cell model | actives 0.14% (n = 230,000) | PC12 HTT-Q103 induced, cytoprotection, ATP luminescence, 40 h | Potency, µM (titrated, usually from 56.4 µM), inactives show cytoprotection (ATP increase), hits mostly activators;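 further: potency means the concentration at half of the fitted maximal effect; % of control where 0% means no effect; nearly all actives have a fitted effect of over 45% in size; toxic huntingtin expression switched on by the ecdysone agonist tebufenozide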
#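 Readout: ATPlite luminescence (ATP level). Model: stable PC12, inducible Htt exon1 Q103-GFP. Inducer: tebufenozide, 100 nM final. Compounds: dose series. No G418 in medium.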
# IMPase Li inh: cell-permeable IMPase inhibitors with lithium potentiation; CHO-M1 cells, IP1 TR-FRET (IP-One), carbachol + lithium; actives 0.35% (n = 210,000); Potency, µM (doses to about 59.4 µM), for inactives: at the top dose activity, negative = IMPase inhibition, hits mostly inhibitors;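 further: IP1 builds up when IMPase is blocked and the TR-FRET signal falls; potency means the concentration at half of the fitted maximal effect; plate controls were basal vehicle for no effect and high inhibitor control for full effect; nearly all actives have a fitted effect of over 50% in size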
#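 CHO-M1, 2000 cells/well, 16–30 h culture; cpd + low Li+, 30 min 37C; lysis with d2-IP1/Eu-anti-IP1 Ab, 10 min RT; TR-FRET 665/620 ratio and 620 channel; AC50 via Hill.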
# HttQ103 aggreg: reduces HttQ103-GFP aggregates in PC12 cells. PC12 HttQ103-GFP aggregates, Acumen cytometry, 40 h. Potency, µM (series often up to 46.1 µM), without a hit: at the top dose activity change, negative = inhibition, most hits filed as inhibitors. actives 1.1% (n = 220,000). AID 1688; further: potency means the concentration at half of the fitted maximal effect; on the % scale 0 is the no-effect control and ±100 the full control effect; nearly all actives have a fitted effect of over 60% in size
#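 PC12 cells stably carrying ecdysone-inducible HTT exon 1 Q103–GFP were induced with tebufenozide (100 nM final) and treated with library compounds in titration. GFP aggregates in lysates were counted by laser scanning cytometry.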
# SMN2 splice up: enhancers of SMN2 splice variant expression; HEK293 SMN2-luciferase splicing reporter, luminescence, 30-36 h; Potency, µM (highest dose often 46.1 µM), inactives show top-dose activity change, positive = activation, most hits filed as activators; actives 2.8% (n = 210,000); AID 1458; further: potency means the concentration at half of the fitted maximal effect; % of control where 0% means no effect; nearly all actives have a fitted effect of over 55% in size
#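 HEK293 cells carry an SMN2 minigene-luciferase reporter in which exon 7 inclusion puts luciferase in frame. Cells were seeded at 2000 cells/well, attached for 10-12 hours, then exposed to compounds for 30-36 hours at 37C before ONE-Glo luminescence.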
# CBFb-RUNX1 inh: CBF-beta/RUNX1 interaction disruption | Q01196+Q13951 | AlphaScreen CBFb-His/RUNX1-biotin binding, biochemical | Potency, µM (highest dose often 59.8 µM), without a hit: at the top dose activity, negative = inhibition, actives largely listed as inhibitors | 230,000 tested, under 10 active; further: % of control where 0% means no effect
# Target sequence (Q01196 whole entry, looked up): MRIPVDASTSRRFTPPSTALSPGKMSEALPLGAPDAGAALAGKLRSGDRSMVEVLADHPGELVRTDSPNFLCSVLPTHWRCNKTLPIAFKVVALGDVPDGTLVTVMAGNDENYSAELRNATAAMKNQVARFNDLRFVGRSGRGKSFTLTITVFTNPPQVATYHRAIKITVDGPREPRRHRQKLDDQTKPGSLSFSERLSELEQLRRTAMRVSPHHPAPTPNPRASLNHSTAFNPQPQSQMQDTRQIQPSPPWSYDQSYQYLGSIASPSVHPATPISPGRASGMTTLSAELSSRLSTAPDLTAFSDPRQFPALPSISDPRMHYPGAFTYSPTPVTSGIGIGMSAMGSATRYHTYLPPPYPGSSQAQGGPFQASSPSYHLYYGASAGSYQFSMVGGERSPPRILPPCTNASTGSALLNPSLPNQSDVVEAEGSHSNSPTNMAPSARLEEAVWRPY
# Target sequence (Q13951 whole entry, looked up): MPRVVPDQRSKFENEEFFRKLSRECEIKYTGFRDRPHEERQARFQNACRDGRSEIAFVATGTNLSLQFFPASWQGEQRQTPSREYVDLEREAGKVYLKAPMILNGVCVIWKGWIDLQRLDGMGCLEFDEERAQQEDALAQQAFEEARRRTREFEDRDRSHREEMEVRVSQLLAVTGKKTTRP
#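 AlphaScreen proximity signal reports loss of binding between His-tagged CBF-beta and biotin-labelled RUNX1, each at 30 nM. Proteins are pre-associated for 20 minutes, compounds added for 15 minutes, then beads for 90 minutes, all at ambient temperature.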
# Lamin A splicing: changes lamin A minigene splicing in HeLa cells | HeLa LMNA splicing GFP/RFP minigene ratio, 48 h | Potency, µM (titrated, usually from 46.1 µM), inactives show at the highest dose ratio change, negative = inhibition, hits mostly inhibitors | actives 0.01% (n = 200,000) | AID 1487; active means well fitted inhibition curve with a large enough effect in the signal ratio, with a control signal flat, not every such curve was filed as active; inconclusive means small, poorly fitted or top-dose-only effect, or effect the other way, or a change in a side signal; the % refers to the signal ratio; further: potency means the concentration at half of the fitted maximal effect; on the % scale 0 is the no-effect control and ±100 the full control effect
#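 S3 HeLa cells stably expressing lamin A-EGFP splicing minigene plus DsRed2, 600 cells/well, 48 h compound exposure at 37C. Laser-scanning cytometry; analysed as GFP (500-530 nm)/RFP (575-640 nm) total intensity ratio; 0.5% DMSO vehicle.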
# Numbers without * were called inactive; ? = inconclusive; · = not tested or not shown; [ ] = dose if it differs, or a comment. Unless noted, the call rests on the fitted dose curve; in most records, active means well fitted curve in the direction sought with a large enough effect; inconclusive means small, poorly fitted or top-dose-only effect, or another doubt; inactive means no such curve, though single readings can be large; an effect the other way counts as inactive or inconclusive.
SMILES,Luc counter,HTT ATP protect,IMPase Li inh,HttQ103 aggreg,SMN2 splice up,CBFb-RUNX1 inh,Lamin A splicing
CC(C)c1nc(NCCO)c2nnn(Cc3ccccc3)c2n1,-1.7%,10.6%[10 µM],0.6%,5.8%[9.22 µM],·,1.3%,·
COC(=O)CN1C(c2ccc(Cl)cc2)=Nc2ccc(Cl)cc2C1c1ccccc1 (centres undefined),-1.7%,-3.2%[10 µM],42.2%[activator],-32.6%,-8.4%,1.3%,?
CCc1ccc(NC(=O)N(CCCOC(C)C)C2CCN(C(C)=O)CC2)cc1,0.7%,-21.2%[0.074 µM],-27.6%[38.3 µM],26.5%,-11.3%,-2.6%,13.2%
S=C(Nc1ccccc1Cl)NC1CCCCCC1,1.8%,6.4%[10 µM],12.5%,-1.5%,?,3.4%,-8.8%[46 µM]
CC1CCN(C(=O)CSc2nnc(CSc3ncccn3)n2C)CC1,-0.9%,9.2%[10 µM],3.8%[38.3 µM],9.1%,-2.6%,4.5%,4.1%
O=C(O)c1ccc(NCCc2ccc(Cl)cc2)c([N+](=O)[O-])c1,2.3%,-12.7%,-3.2%,-15.6%,1.1%,-20.7%,·
CSc1nnc(C)c(=O)n1COC(=O)COc1ccccc1F,-2.2%,0.8%,1.9%,0.0%,-18.4%,0.0%,15.5%[9.22 µM]
CCOc1cc(C(=O)OCc2ccc(C(=O)OC)o2)cc(Br)c1OC,-5.6%,-19.5%,13.1%[38.3 µM],14.5%,1.4%,?,2.1%
CCCC(c1nnnn1Cc1ccco1)N1CCN(C(=O)c2ccco2)CC1 (centres undefined),-1.0%,-28.0%[10 µM],3.1%[38.3 µM],7.8%,-11.3%,1.9%,-3.5%
CCNC(=S)NS(=O)(=O)c1ccc(C)cc1,·,16.0%[10 µM],·,3.8%,·,-4.3%,-11.1%
C=CCO/N=C/C1=C(O)C(C(=O)OC)C(C)(C)CC1=O (centres undefined),-0.7%,20.5%[10 µM],-2.8%,1.7%[9.22 µM],15.7%,5.4%,·
Cc1ccc(CS(=O)(=O)c2ccc(C(=O)N3CCN(c4ccccn4)CC3)cc2[N+](=O)[O-])cc1,1.8%,-215.8%,20.0%,?,-41.6%[inhibitor],-23.2%,?
Cc1cc(C(=O)N/N=C/c2cc(Br)cc(Br)c2OC(=O)c2ccccc2)n[nH]1,0.0%,0.2%[10 µM],9.9%,4.47µM*,-100.1%[inhibitor],6.8%,?
Cc1cccc2c1N1C(=O)c3c(C(=O)O)cccc3C1CC2C (centres undefined),-2.3%,24.8%[10 µM],-3.4%,-0.5%,-16.9%,11.4%,-1.4%
CS(=O)(=O)N(CC(=O)O)c1cc(Cl)cc(Cl)c1,-0.9%,1.4%,33.0%[38.3 µM],-2.5%,?,7.6%,-4.3%
COc1ccccc1-n1c(CCn2nc(C)c(Br)c2C)n[nH]c1=S,2.7%,·,4.3%,14.7%,10.2%,-3.0%,?
CC1=C(C)C(OCCCl)N(c2cc(O)c(Cl)cc2F)C1=O (centres undefined),·,6.6%[10 µM],·,6.0%[9.22 µM],·,9.5%,·
O=C1NC2(CCSC2)C(=O)N1CC(=O)N(Cc1ccccc1)C1CCS(=O)(=O)C1 (centres undefined),·,1.3%[10 µM],·,13.0%[9.22 µM],·,1.2%,·
Clc1cccc(Cl)c1CO/N=C/c1cccs1,·,-8.0%[10 µM],·,9.3%[9.22 µM],·,8.1%,·
COc1cccc2c1C(=O)CC2NC(=O)C(F)(F)F (centres undefined),6.1%,10.0%[10 µM],16.6%[38.3 µM],21.9%,1.4%,18.5%,-5.4%
Cc1cc2cc(CNC(=O)Nc3ccc(Cl)c(Cl)c3)ccc2n1C,·,14.1%[10 µM],-4.3%,-1.9%[9.22 µM],·,-0.7%,·
CCOC(=O)c1cnn(-c2nc(OCC)cc(OCC)n2)c1C,0.8%,·,-3.6%,-20.3%,-4.9%,6.7%,-1.0%
Cc1nnc(SCC(=O)NCc2ccccc2)s1,0.1%,-3.2%,29.3%[38.3 µM],-12.5%,-8.9%,4.9%,7.8%
Cc1ccnc(SCc2cc(=O)c(OC(=O)c3ccco3)co2)n1,1.3%,22.2%[10 µM],-0.5%,21.3%,5.5%,2.5%,-10.2%
CC1CCN(C(=S)c2ccc([N+](=O)[O-])cc2)CC1,0.8%,27.8%[10 µM],3.6%,19.1%,-5.2%,-6.6%,-9.4%
COc1ccc(C(=O)NNC(=O)c2ccncc2)cc1,-2.1%,9.6%[10 µM],-2.3%,1.3%,-10.4%,3.3%,-8.5%
C=CCn1c(NC)cc(=O)n(C)c1=O,-0.7%,5.0%,-8.0%[38.3 µM],0.9%,6.3%,4.9%,-14.7%
CCOC(=O)Cc1csc(NC(=O)/C=C/c2cccc(Br)c2)n1,-4.0%,-68.1%[inhibitor],14.7%,-5.3%,-62.3%[inhibitor],7.5%,-9.6%[46 µM]
CCC(C)c1ccc(OCc2ccc(C(=O)OC)o2)cc1 (centres undefined),·,18.2%[10 µM],·,-3.3%[9.22 µM],·,6.2%,·
Cc1ccc2c(c1)CCCN2C(=O)Nc1ccc2c(c1)OCO2,-3.0%,-16.4%,27.9%[38.3 µM],4.1%,-1.2%,-8.1%,-5.8%
CCn1c(SCC(=O)NCCc2ccc(F)cc2)nnc1-c1cccs1,-2.7%,-13.6%[10 µM],15.4%[38.3 µM],4.3%,-19.9%,0.6%,-4.8%
O=C1COc2ccc(C(=O)COC(=O)CNC(=O)c3ccco3)cc2N1,-0.5%,2.1%[10 µM],7.9%,10.6%,8.0%,8.9%,?
O=C(Nc1cc(S(=O)(=O)N2CCOCC2)ccc1N1CCOCC1)c1cc(=O)[nH]c2ccccc12,·,-46.7%[inhibitor],-27.1%,8.1%,·,2.7%,·
O=C(NCc1nc2ccccc2[nH]1)C1=C[C@H](c2ccc(Br)cc2)C[C@H](OCc2ccc(CO)cc2)O1,·,20.1%[10 µM],9.1%,3.6%[9.22 µM],·,-12.2%,·
O=C(NCCc1ccc2c(c1)OCO2)C1CCN(S(=O)(=O)c2ccc(Cl)cc2)CC1,12.0%,-13.0%[10 µM],14.8%[38.3 µM],-14.9%,-18.0%,-1.7%,-1.1%
O=C(Nc1cccc(-c2cn3cccnc3n2)c1)Nc1ccccc1F,-2.2%,·,-3.2%,10.5%,-7.9%,10.7%,·
COc1ccc(/C=N/NC(=O)Cn2cc(C(F)(F)F)ccc2=O)cc1,0.3%,-17.9%,-0.4%,6.5%,5.4%,8.6%,·
Cc1ccc(NC(=O)/C(=C\c2ccccc2)NC(=O)c2ccco2)cc1,·,-1.6%[10 µM],·,15.4%[9.22 µM],·,2.1%,·
COc1cc(C(=O)OCC(=O)Nc2ccc(F)cc2F)cc(OC)c1OC,17.4%,-9.3%,6.0%[38.3 µM],8.8%,-10.2%,3.9%,5.0%
O=C(CNCCO)NC12CC3CC(CC(C3)C1)C2,4.2%,2.4%[10 µM],5.1%[38.3 µM],-2.5%,-2.2%,10.8%,6.5%

# Reprinted at random: 3 compounds from above
SMILES,Luc counter,HTT ATP protect,IMPase Li inh,HttQ103 aggreg,SMN2 splice up,CBFb-RUNX1 inh,Lamin A splicing
CCn1c(SCC(=O)NCCc2ccc(F)cc2)nnc1-c1cccs1,-2.7%,-13.6%[10 µM],15.4%[38.3 µM],4.3%,-19.9%,0.6%,-4.8%
O=C(NCc1nc2ccccc2[nH]1)C1=C[C@H](c2ccc(Br)cc2)C[C@H](OCc2ccc(CO)cc2)O1,·,20.1%[10 µM],9.1%,3.6%[9.22 µM],·,-12.2%,·
Cc1ccc2c(c1)CCCN2C(=O)Nc1ccc2c(c1)OCO2,-3.0%,-16.4%,27.9%[38.3 µM],4.1%,-1.2%,-8.1%,-5.8%

# Following part
SMILES,Luc counter,HTT ATP protect,IMPase Li inh,HttQ103 aggreg,SMN2 splice up,CBFb-RUNX1 inh,Lamin A splicing
O=C(CN1CCOCC1)n1c2ccccc2c2ccccc21,-2.4%,-8.4%[10 µM],-14.2%[38.3 µM],2.82µM*,-4.1%,-0.6%,-7.3%
COc1cccc(NS(=O)(=O)c2ccc3[nH]cc(C(=O)NC4CC4)c(=O)c3c2)c1,1.0%,-7.1%[10 µM],-7.9%[38.3 µM],-14.2%,-14.4%,-1.6%,-14.5%
COc1ccc(S(=O)(=O)N2CCC(N3CCN(c4ccccc4OC)CC3)CC2)cc1,·,-8.7%[10 µM],·,-4.0%[9.22 µM],·,1.3%,·
Cc1cccc(CNc2cc(-c3cccnc3)ncn2)c1,-2.7%,-7.9%,0.6%,·,-27.0%,·,16.6%
COCCCNC(=O)C1CC(=O)N(C2CCCC2)C1 (centres undefined),-5.5%,-10.7%,6.2%[38.3 µM],4.5%,-9.6%,-0.2%,4.4%
CC[C@H]1OC(=O)[C@H](C)[C@@H](O[C@H]2C[C@@](C)(OC)[C@@H](O)[C@H](C)O2)[C@H](C)[C@@H](O[C@@H]2O[C@H](C)C[C@H](N(C)C)[C@H]2O)[C@](C)(O)C[C@@H](C)[C@@H]2N[C@@H](COCCOC)O[C@H]([C@H]2C)[C@]1(C)O,-3.3%,·,5.3%,18.8%,-15.8%,9.5%,?
Cc1nc(-c2ccccc2)cs1,-0.6%,4.0%[10 µM],?,13.9%,15.4%,0.4%,1.2%
CCc1ccc(CN2C(=O)CCC2(C)C(=O)NC2CCCC2)cc1 (centres undefined),-4.4%,3.1%,-0.1%[38.3 µM],16.4%,13.3%,4.6%,7.8%
Cc1nc2ccc(NC(=O)Nc3ccnc4cccnc34)cc2o1,-12.7%,-16.6%,5.3%,·,·,?,·
Cc1nc(-c2ccccc2)sc1C(=O)CSc1ccc(F)cc1,1.5%,2.7%[10 µM],28.2%[38.3 µM],9.7%,-15.1%,?,-11.5%
O=C(Nc1ccc(N2CCCCC2)cc1)c1cc([N+](=O)[O-])cc([N+](=O)[O-])c1,-5.5%,-40.4%[inhibitor],4.3%,5.1%,?,10.2%,4.3%[46 µM]
CCOC(=O)c1[nH]c(C)c(/C(O)=C2\C(=O)C(=O)N(CCN3CCOCC3)C2c2ccco2)c1C (centres undefined),1.1%,24.1%,-1.5%,20.1%,-2.7%,0.5%,1.7%[46 µM]
Cc1ccc(NC(=O)CN2CCc3ccccc3C2)cc1,14.1%,5.0%,21.4%[38.3 µM],-1.8%,5.9%,4.3%,-8.3%
